F508del corr: correctors of CFTR F508del function in bronchial epithelial cells; CFBE cells, YFP halide quenching; stimulated with forskolin plus potentiator P3; % fluorescence drop versus neutral controls; hit rate 0.36% among 350,000; activity (quench increase), % at 7.58 µM; AID 720511;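 active = mean added fluorescence quench of at least 8% versus neutral control, with both replicates also reaching 8%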;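 also: cells transiently co-express mutant CFTR-F508del with the halide-sensitive YFP; corrector assay measuring rescue of mutant channel to the surface after 24 h compound exposure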
ARNT-TACC3 inh: ARNT/TACC3 interaction disruption. Q9Y6A5. AlphaScreen His-ARNT PAS-B/GST-TACC3 binding, luminescence; TACC3 fragment carries E629A point mutation. inhibition, % at 9.99 µM. hit rate 0.66% among 390,000;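 active = mean inhibition of replicates at least 50% and at least half of replicates each reaching 50%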;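 also: 0% = complete ARNT plus TACC3 wells and 100% = ARNT alone without TACC3; many hits fall short of the cut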
ERAP1 inh: ERAP1 (human) enzyme inhibition; inhibition, % at 10.7 µM; Q9NZ08; hit rate 0.15% among 340,000; recombinant ERAP1, Leu-AMC fluorescence, 60 min; AID 652197;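 active = mean replicate inhibition of at least 30%, or all replicates individually reaching that 30% level; inactive = mean below 30% and not every replicate reaching it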;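 also: 0% = neutral control wells and 100% = L-leucinethiol positive control wells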
Xi reactivation: reactivates the inactive X chromosome in mouse fibroblasts; XiGFP mouse fibroblasts, % GFP-positive cells imaging, 3 d; cells co-treated with 5-aza-dC sensitizer; scaled so ellipticine positive control = 100%; activation, % at 7.58 µM; hit rate 0.055% among 360,000; AID 743238;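 active = mean normalized replicate activation at least 10% and every replicate at or above 10%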;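 also: 0% = median of on-plate neutral control wells and 100% = ellipticine 6 µM median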
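material = 68-5-11 XiGFP fibroblast line | medium = DMEM plus 5-aza-dC sensitizer | schedule = 3 days compound exposure | benchmarks = positive control ellipticine, 6 µM final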
RAD54 inh: inhibitors of human RAD54 branch migration. Q92698. RAD54 Holliday junction branch migration, FAM/BHQ fluorescence. inhibition, % at 10.4 µM. hit rate 0.14% among 360,000. AID 602329;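 active = mean normalized replicate activity at least 40 and at least half of replicates scoring 40 or more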;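 also: 0% = median of neutral control wells and 100% = median of positive control wells; inhibitors cause a drop in the FAM fluorescence signal; in these data hits start at about 50%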
INS-1E GSIS act: primary screen for activators of insulin secretion dependent on glucose, INS-1E cells, GLuc reporter luminescence. activation, % at 16.6 µM. hit rate 0.61% among 370,000. INS-1E GLuc reporter insulin secretion, 2-3 h. AID 743287;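 active = lowest replicate activation of at least 40%, so every replicate reaches that level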;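 also: 0% = median of neutral control wells and 100% = median of IBMX positive control wells; some compounds called inactive have numbers as strong as hits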
RAD52 inh: RAD52 (human) annealing inhibition. recombinant RAD52 DNA annealing, FRET fluorescence. inhibition, % at 18.7 µM. P43351. hit rate 0.46% among 360,000;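 active = every replicate showing at least 50% inhibition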
Target sequence (P43351 whole entry, looked up): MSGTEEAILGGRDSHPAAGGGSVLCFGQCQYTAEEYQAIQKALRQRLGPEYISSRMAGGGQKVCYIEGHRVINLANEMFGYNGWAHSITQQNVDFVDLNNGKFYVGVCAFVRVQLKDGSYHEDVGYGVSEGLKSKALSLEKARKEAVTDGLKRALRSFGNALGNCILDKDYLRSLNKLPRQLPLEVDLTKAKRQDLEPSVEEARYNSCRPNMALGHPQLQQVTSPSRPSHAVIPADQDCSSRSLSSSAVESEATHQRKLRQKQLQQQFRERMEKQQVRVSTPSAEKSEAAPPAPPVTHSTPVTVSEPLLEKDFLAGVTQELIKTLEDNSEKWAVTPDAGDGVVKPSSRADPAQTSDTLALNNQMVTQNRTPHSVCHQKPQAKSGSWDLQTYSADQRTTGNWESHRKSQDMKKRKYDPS
esBAF inh: blocks esBAF chromatin remodeling in mouse ES cells; Bmi1-luciferase knock-in reporter, 24 h; 100% = twice the neutral-well signal; reporter increase, % at 12.5 µM; hit rate 2% among 350,000; AID 602393; in the data active = activation above about 40%;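 also: 0% = median of the plate's neutral control wells and 100% = double that signal; a rise in the Bmi1 reporter signal indicates esBAF inhibition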
* marks the source's active call; other numbers are inactive results; · = not tested or not shown. Outcome played no part in choosing rows; overall some 3.3% were active at least once.

SMILES	F508del corr	ARNT-TACC3 inh	ERAP1 inh	Xi reactivation	RAD54 inh	INS-1E GSIS act	RAD52 inh	esBAF inh
O=C(c1ccc(F)cc1)N1CC2(C1)[C@@H](c1ccccc1)[C@@H](CO)N2Cc1ccccn1	-1.1	·	-15	0.0	·	8	7	·
O=C(C[C@@H]1C/C=C\C[C@@H](NC(=O)OCC2c3ccccc3-c3ccccc32)C(=O)OC[C@@H](Cc2ccccc2)NC1=O)NCCO	0.2	0	-1	0.3	1	·	-4	-29
O=C1NCCC/C1=N/Nc1cc(F)ccc1F	2.3	3	-1	0.0	0	·	-8	60*
CS(=O)(=O)NN1C(=O)c2ccccc2NC1c1cccc(O)c1 (stereo not given)	·	22	7	0.0	16	1	-1	-3
O=C1c2ccccc2S(=O)(=O)N1CC1CC(c2ccccc2Cl)=NO1 (stereo not given)	·	-2	·	0.0	-4	-17	·	14
O=C1CC(c2ccsc2)c2ccc3ccccc3c2N1 (stereo not given)	1.7	·	1	0.0	·	-9	-8	·
C[C@@H]1CN([C@H](C)CO)C(=O)c2cc(Br)cnc2O[C@H]1CN(C)S(=O)(=O)c1ccccc1	0.2	-28	1	-1.4	-12	12	11	-4
COc1ccc(C(=O)NCC2(N3CCCCC3)CCCCC2)cc1S(=O)(=O)N(C)C	-0.3	24	1	0.0	-8	12	-16	-3
CC(=O)Nc1ccc(S(=O)(=O)N2CCN(c3cc(C)nc4ncnn34)CC2)cc1	-3.0	-6	3	0.2	·	-1	-14	·
C[C@@H]1CN([C@@H](C)CO)C(=O)c2cc(NC(=O)Cc3cn(C)c4ccccc34)ccc2O[C@H]1CN(C)Cc1ccncc1	4.6	9	2	-0.1	6	-6	5	-8
O=C(C[C@@H]1CC[C@H]2[C@@H](COC[C@H](O)CN2C(=O)Nc2ccc(F)cc2)O1)NC1CCC1	-3.1	16	·	-0.1	8	0	·	-1
C[C@@H]1CCCCO[C@H](CN(C)C(=O)Nc2ccc3c(c2)OCO3)[C@@H](C)CN([C@H](C)CO)C(=O)c2cc(NS(=O)(=O)c3ccc(Cl)cc3)ccc2O1	-2.6	-2	-4	0.0	-5	2	4	-6
COc1ccc([C@@H]2[C@@H]3C(=O)N(C(C)(C)C)C(=O)[C@@H]3[C@]3(Cc4ccccc4)C(=O)N(c4ccc(OC)cc4)C(=O)N23)cc1	2.9	-4	-3	3.7	0	20	-2	10
COc1ccc(CCn2c(=N)c(C(=O)NC3CCCCC3)cc3c(=O)n4ccccc4nc32)cc1	1.5	3	4	0.2	9	2	-135	4
S=C(NCc1ccco1)NC1CCCc2ccccc21 (stereo not given)	-2.1	8	-3	-0.1	·	-5	-126	·
Cc1ccnc(NS(=O)(=O)c2ccc(NC(=O)Cc3ccc(Br)cc3)cc2)n1	-1.5	4	-1	0.1	-9	15	-23	-1
COc1ccc(C(c2c(O)cc(C)oc2=O)c2c(O)cc(C)oc2=O)cc1	·	7	·	·	0	9	·	-6
CCOC(=O)c1nc[nH]c1C	0.4	-3	-1	·	14	10	-1	1
CC(C)CC#Cc1ccc2c(c1)O[C@@H](CN(C)C(=O)C1CCCCC1)[C@H](C)CN([C@@H](C)CO)S2(=O)=O	1.8	6	-1	0.0	5	35	0	2
CN1C(=O)c2cc(NC(=O)C3CC3)ccc2OC[C@@H]2O[C@H](CC(=O)NCCN3CCCC3)CC[C@H]21	0.0	5	4	0.0	1	3	4	3

Structures above that contain fluorine, in the order listed:
SMILES	F508del corr	ARNT-TACC3 inh	ERAP1 inh	Xi reactivation	RAD54 inh	INS-1E GSIS act	RAD52 inh	esBAF inh
O=C(c1ccc(F)cc1)N1CC2(C1)[C@@H](c1ccccc1)[C@@H](CO)N2Cc1ccccn1	-1.1	·	-15	0.0	·	8	7	·
O=C1NCCC/C1=N/Nc1cc(F)ccc1F	2.3	3	-1	0.0	0	·	-8	60*
O=C(C[C@@H]1CC[C@H]2[C@@H](COC[C@H](O)CN2C(=O)Nc2ccc(F)cc2)O1)NC1CCC1	-3.1	16	·	-0.1	8	0	·	-1

Part of the list above, bar-delimited:
Structure | F508del corr | ARNT-TACC3 inh | ERAP1 inh | Xi reactivation | RAD54 inh | INS-1E GSIS act | RAD52 inh | esBAF inh
O=C(c1ccc(F)cc1)N1CC2(C1)[C@@H](c1ccccc1)[C@@H](CO)N2Cc1ccccn1 | -1.1 | · | -15 | 0.0 | · | 8 | 7 | ·
O=C(C[C@@H]1C/C=C\C[C@@H](NC(=O)OCC2c3ccccc3-c3ccccc32)C(=O)OC[C@@H](Cc2ccccc2)NC1=O)NCCO | 0.2 | 0 | -1 | 0.3 | 1 | · | -4 | -29
O=C1NCCC/C1=N/Nc1cc(F)ccc1F | 2.3 | 3 | -1 | 0.0 | 0 | · | -8 | 60*

The listing picks up with the three entries that preceded the break.
SMILES	F508del corr	ARNT-TACC3 inh	ERAP1 inh	Xi reactivation	RAD54 inh	INS-1E GSIS act	RAD52 inh	esBAF inh
CCOC(=O)c1nc[nH]c1C	0.4	-3	-1	·	14	10	-1	1
CC(C)CC#Cc1ccc2c(c1)O[C@@H](CN(C)C(=O)C1CCCCC1)[C@H](C)CN([C@@H](C)CO)S2(=O)=O	1.8	6	-1	0.0	5	35	0	2
CN1C(=O)c2cc(NC(=O)C3CC3)ccc2OC[C@@H]2O[C@H](CC(=O)NCCN3CCCC3)CC[C@H]21	0.0	5	4	0.0	1	3	4	3
CCC(=O)N1Cc2cc(C(=O)N3CCN(C)CC3)nc(-c3cccc(-c4cccnc4)c3)c2[C@H]1CCO	-4.7	·	-3	0.0	·	14	2	·
O=C(CSc1cnc2ccccc2n1)c1ccc(F)cc1	-0.5	11	2	0.2	·	15	-16	-2
COc1ccc(NC(=O)Nc2cccc3c2O[C@@H](CN(C)S(=O)(=O)c2ccccc2)[C@@H](C)CN([C@H](C)CO)C3=O)cc1	2.0	5	-3	8.7	-4	-4	-2	2
COc1ccc(C(=O)NNC(=S)NC(=O)c2cccnc2)cc1	1.8	15	8	0.2	·	-4	-6	·
O=C1CC(NS(=O)(=O)c2cccs2)CN1c1ccccc1 (stereo not given)	-4.5	0	3	0.0	8	1	0	-12
CC12COC3(C(=O)Nc4ccccc4F)CC1CCC32C (stereo not given)	-0.1	18	-3	0.0	-4	4	-15	0
COc1cccc(C2=NOC(C(=O)Nc3cc(C)nn3-c3ccccc3)C2)c1OC (stereo not given)	-1.0	0	-2	0.2	-1	-9	-7	1
CCc1c(C(=O)Nc2cc(C(=O)OC)ccc2C)csc1C	-0.1	0	-4	0.3	6	3	-12	-13
C[C@@H]1CN([C@H](C)CO)C(=O)c2cc(NC(=O)Cc3cn(C)c4ccccc34)ccc2O[C@@H]1CN(C)C(=O)Nc1ccc2c(c1)OCO2	2.2	20	0	0.5	-6	-13	1	12
CC(C)c1c(C(=O)N/N=C/c2ccc3c(c2)OCO3)nnn1-c1nonc1N	-1.3	-3	1	0.0	-5	-10	-3	27
O=C(COC(=O)/C=C/c1ccc([N+](=O)[O-])cc1)NC1CCCCC1	-1.2	-26	1	0.1	9	18	-15	-1
COc1ccc(C2C3=C(CC(C)(C)CC3=O)Oc3ncn4nc(-c5ccccc5)nc4c32)cc1 (stereo not given)	1.4	-34	-6	9.3	·	16	3	·
COC(=O)[C@]1(Cc2ccccc2)N[C@H](CN(C)C(=O)c2ccc(C)cc2)[C@@H]2C(=O)N(Cc3ccccc3)C(=O)[C@@H]21	-1.2	2	2	-0.1	-4	-24	-18	4
CCOc1ccc(CN2CCN(C3CCSCC3)CC2CCO)cc1 (stereo not given)	-4.5	-1	0	0.0	3	-3	-16	-4
CCCC(=O)Nc1ccc2c(c1)C(=O)N(C)C[C@@H](OC)[C@H](C)CN(Cc1ccccn1)[C@@H](C)CO2	2.2	-5	-1	0.0	-4	1	-4	0
O=C(C1=C(O)C(=O)N(CCN2CCOCC2)C1c1cccc([N+](=O)[O-])c1)c1cc2ccccc2o1 (stereo not given)	-3.0	·	6	0.3	-16	·	15	3
CCC(C)(C)C1CCc2[nH]nc(C(=O)NCc3ccc(Cl)cc3)c2C1 (stereo not given)	0.9	0	·	-0.3	-3	0	2	4
Cc1cn([C@H]2C[C@H](O)[C@@H](CNC/C=C/c3ccccc3[N+](=O)[O-])O2)c(=O)[nH]c1=O	-2.0	·	5	0.1	-6	-14	-10	-5
COc1cc(-c2cc(C(=O)Nc3ccc(N4CCOCC4)cc3)c3ccccc3n2)cc(OC)c1OC	-3.3	·	0	-0.1	5	3	-7	·
CC(C)N1CCc2c(sc(NC(=O)Cc3ccccc3)c2C#N)C1	-0.8	·	2	0.0	-1	16	-15	-9
C[C@H](CO)N1C[C@H](C)[C@H](CN(C)C(=O)C2CC2)Oc2cc(C#Cc3cccnc3)ccc2S1(=O)=O	-0.7	-1	7	0.5	5	13	1	-1
CCOc1ccc(-n2nnnc2SCC(=O)NC2CCCC2)cc1	1.8	-7	1	0.0	-6	1	-1	1
CC(=O)n1cc([C@@H]2C=C(C(=O)N3CCN(C)CC3)O[C@H](OCc3ccc(CO)cc3)C2)c2ccccc21	-0.9	-1	5	0.1	-3	-12	-29	4
c1ccc(Oc2nnc(-c3cccs3)c3ccccc23)cc1	·	-1	-2	0.5	0	29	-7	·
COc1ccc(CC2(CO)CCN(Cc3cnn(-c4ccccc4)c3)CC2)cc1	-0.7	-15	-4	0.0	·	0	-7	·
O=C(CCNS(=O)(=O)c1ccc(Cl)cc1)N1CCCCCC1	0.8	-3	-7	0.0	-14	7	-6	1
C[C@@H]1CCCCO[C@@H](CN(C)C(=O)C2CCCCC2)[C@H](C)CN([C@H](C)CO)C(=O)c2cc(NC(=O)Cc3ccccc3)ccc2O1	0.0	3	1	0.0	-5	-26	-11	13
C[C@@H]1CCCCO[C@@H](CN(C)C(=O)Nc2ccc(F)cc2)[C@H](C)CN([C@H](C)CO)C(=O)c2cc(NC(=O)CCCN(C)C)ccc2O1	0.6	·	0	-0.9	·	-1	3	·
CCC(C)C1C(C#N)=C(N)OC2=C1C(=O)CC(C)(C)C2 (stereo not given)	-0.7	·	2	0.3	-3	10	15	7
O=C(Nc1nnc(SCC(=O)N2CCOCC2)s1)c1ccccc1Cl	-1.4	-10	-1	·	0	4	-11	3
CN(C(=O)COC(=O)COc1ccc(N(C)S(=O)(=O)c2ccc(Cl)cc2)cc1)c1ccccc1	-0.8	·	5	0.1	-1	10	-17	-3
CCCN(C)C[C@@H]1Oc2ncc(C#CCOC)cc2C(=O)N([C@H](C)CO)C[C@@H]1C	-1.0	17	-1	-0.9	-5	12	-11	4
Cc1ccc(S(=O)(=O)N(CC(=O)c2ccc(Cl)cc2)C(=O)N2CCN(C)CC2)cc1	-1.4	·	0	0.1	-7	-5	-2	-8
COc1ccc(Cc2noc(CN(C)Cc3cccc(-n4cccn4)c3)n2)cc1OC	1.5	·	0	0.0	·	7	-16	·
